Assay outcomes as filed in PubChem.
INS promoter inh = TRM-6 insulin promoter activity inhibition. TRM-6 cells (human fetal islet line), insulin promoter-eGFP reporter, imaging; reporter expression induced with tamoxifen. inhibition, % at 2 µM. hit rate 0.9% among 130,000;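 active = inhibition above the mean plus 3 SD, with well images judged a real hit on visual review, cut at about 60% in these data, passing the limit was not always enough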
sdo1 growth = restores growth of sdo1-depleted yeast | z-score at 10 µM | S. cerevisiae sdo1-depleted JHY4D growth rescue, OD600 30 h; stronger effect = higher value; pdr5 snq2 efflux-pump mutant strain | hit rate 0.21% among 140,000;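 active = z-score above 3 at both the 24 hr and the 30 hr optical density reads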;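 note: z-score against mean and SD of all compound wells on the same plate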
sdo1 growth Rescue 24 h = second read-out of sdo1 growth, no call of its own (marks repeat the call); z-score; S. cerevisiae sdo1-depleted JHY4D growth rescue, OD600; measured here: growth rescue at 24 h;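 0 is the plate mean of compound wells and units are plate SD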
Starred values were filed as active, the others as inactive; · = no result given; [ ] = another dose, or the depositor's remark. A portion of the library, so the mix of outcomes need not match the whole.

SMILES	INS promoter inh	sdo1 growth	sdo1 growth Rescue 24 h
Cn1c(=O)c2c(nc(SCCCC#N)n2Cc2c(F)cccc2Cl)n(C)c1=O	·	0.55	0.76
Cc1ccc(C(=O)CN2/C(=C(\O)c3ccccc3)C(=O)c3ccccc3S2(=O)=O)c(C)c1	9	-0.54	-0.18
CC(=O)c1c(C)[nH]c(C(=O)COc2ccc(C#N)cc2)c1C	-31	-0.1	-0.94
COc1ccc(CCn2ccc(O)c(Cc3c(F)cccc3Cl)c2=O)cc1OC	0	·	·
Cc1cccc(NC(=O)CSc2nnc(-c3ccc(S(=O)(=O)N4CCCC4)cc3)o2)c1	0	-0.94	-1.9
CCOC(=O)CSc1nnc(-c2ccccc2)c(=O)[nH]1	30	1.9	2.9
Cc1ccc(C(=O)Nc2ccc(OCc3ccccc3)cc2)cc1[N+](=O)[O-]	6	0.1	0.05
CCN=c1scc(-c2ccco2)n1/N=C/c1ccc(OC)c(O)c1	4	-1.5	-1.2
O=c1c2ccccc2nc(SCc2nnc(-c3ccccc3Br)o2)n1Cc1ccco1	32	-1.4	-1.3
Cc1ccc(-c2nc3ccccn3c2Nc2ccccc2)o1	-6	1.5	0.5
O=C(CCn1cnc2ccccc2c1=O)Nc1ccc(S(=O)(=O)N2CCCC2)cc1	14	-0.39	-0.78
CC(C)C(=O)Nc1cccc(C(=O)NCc2ccc3c(c2)OCO3)c1	-33	0.54	0.73
CCOc1ccc2nc(NC(=O)CN3CCC(n4nnc5cc(F)ccc54)CC3)sc2c1	0	-2.1	-1.1
CN(CCC1CCCCO1)C(=O)CCc1nnc(CCCCc2ccccc2)o1 (stereo not given)	-65	·	·
Cc1ccc(C(=O)CC2(O)C(=O)N(C)c3ccccc32)s1 (stereo not given)	27	·	·
CCNc1nc(Oc2ccc(C(=O)OC)cc2)nc(N(C)C)n1	23	-0.76	-0.8
CC(C(=O)NCC1CCCO1)N(C(=O)c1snc(C(N)=O)c1N)c1ccccc1 (stereo not given)	-63	-0.21	-0.95
CSC1=NCCN1C(=O)Cc1ccc(-c2ccccc2)cc1	-10	·	·
Cc1c(C(=O)O)sc(=S)n1-c1ccc(Cl)cc1	-29	0.48	-0.22
Cn1c2c(c(=O)n(C)c1=O)C(c1ccccc1OC(F)F)C1=C(CCCC1=O)N2 (stereo not given)	·	0.33[11.6 µM]	0.45
Cc1ccc2nc(-c3ccc(NC(=S)NC(=O)CC(C)C)cc3)sc2c1	17	0.07	0.86
CC(=O)c1cnc(SCC(=O)O)nc1C	27	·	·
CC(C)CNC(=S)NNC(=O)c1ccccc1OC(F)F	24	0.3	0.39
O=C(CCCOc1ccccc1)Nc1nccs1	-47	-0.2	0.61
CCNC(=O)CN1C(=O)NC2(CCCc3cc(OC)ccc32)C1=O (stereo not given)	13	0.11	-0.43

Overlap with the part before: 6 entries, then new ones.
SMILES	INS promoter inh	sdo1 growth	sdo1 growth Rescue 24 h
Cn1c2c(c(=O)n(C)c1=O)C(c1ccccc1OC(F)F)C1=C(CCCC1=O)N2 (stereo not given)	·	0.33[11.6 µM]	0.45
Cc1ccc2nc(-c3ccc(NC(=S)NC(=O)CC(C)C)cc3)sc2c1	17	0.07	0.86
CC(=O)c1cnc(SCC(=O)O)nc1C	27	·	·
CC(C)CNC(=S)NNC(=O)c1ccccc1OC(F)F	24	0.3	0.39
O=C(CCCOc1ccccc1)Nc1nccs1	-47	-0.2	0.61
CCNC(=O)CN1C(=O)NC2(CCCc3cc(OC)ccc32)C1=O (stereo not given)	13	0.11	-0.43
COc1ccc(C(c2nnnn2Cc2cccs2)N2CCN(c3ccccc3F)CC2)cc1OC (stereo not given)	·	-0.03	-0.23
CCNc1nc(NC(C)C)nc(N2CC(=O)N(CC(=O)OCC)C2=N)n1	-344	0.41	-0.27
CCc1c(O)nc(SCC(=O)Nc2ccc(OC)cc2)n(C2CCCCC2)c1=O	15	0.21	0.21
COc1ccccc1NC(=O)C1=C(C)Nc2nnnn2C1c1cccc(C)c1 (stereo not given)	·	1.8	2.4
Cc1noc(C)c1COC(=O)CCc1nc2ccccc2c(=O)[nH]1	·	0.7	-0.84
Cc1c(NC(=O)CSc2nc3ccccc3[nH]2)c(=O)n(-c2ccccc2)n1C	9	-0.67	-0.68
CSc1ncccc1C(=O)OCc1ccc(C#N)cc1	17	-0.39	0.4
O=C(Nc1ccc(OCC(F)(F)C(F)F)cc1)c1ccncc1	6	·	·
Cn1c(=O)c2c(nc(-n3ccnc3)n2C)n(C)c1=O	20	0.37	-0.18
Cc1onc(-c2ccccc2)c1C(=O)NCCc1ccc(Cl)cc1	-49	-1.8	-1.2
O=C(NCC12CC3CC(CC(C3)C1)C2)c1nn2cccnc2c1Cl	-18	-1.6	-1.5
Cc1cc(C)c2cc3c(N)c(C(=O)Nc4c(C)[nH]c(=O)[nH]c4=O)sc3nc2c1	34	-1.4	-0.65
CCCn1c(-c2ccc(OC)cc2)nc2c(=O)n(C)c(=O)[nH]c21	36	-0.54	-0.39
Oc1cccc(NC(=S)Nc2ccc(SC(F)F)cc2)c1	-22	0.13	0.45
FC(F)(F)c1cc(Sc2ccccc2)nc(-c2ccccn2)n1	0	-1.1	-0.35
CCS(=O)(=O)Nc1ccc(C(=O)OC)cc1	44	-0.41	0.6
Cc1ccc(-n2nc(C)c(C(=O)O)n2)c(C)c1	·	1.3	1.9
CC(C)c1ccc2[nH]c(O)c(N=NC(=O)c3cccc(S(=O)(=O)Nc4ccccc4Cl)c3)c2c1	57	0.52	2.8
Cc1ccc(C(=O)N/C(=C\c2ccc([N+](=O)[O-])cc2)C(=O)NCCc2ccccc2)cc1	7	-1.2	-0.39
CCC(=O)Nc1cccc(NC(=S)NC(=O)c2cccc(C)c2)c1	27	-0.48	-1.2
CCOC(=O)c1ccc(NC(=O)Nc2ccc(F)cc2)cc1	47	-0.69	-0.88
COc1ccc(OCC(=O)N/N=c2\oc3c(OC)cccc3cc2C(N)=O)cc1	-17	-0.58	0.25
O=S(=O)(c1cccc(S(=O)(=O)N2CCCC2)c1)c1cccc(S(=O)(=O)N2CCCC2)c1	·	0.45	0.68
COCCn1c(Cc2ccccc2)nnc1SCC(=O)NC(C)C	·	1.7	1.4
O=C(O)c1nc(-c2ccccc2)n(-c2ccc(Cl)cc2)n1	-68	-0.83	-1.1
Next entries:
SMILES	INS promoter inh	sdo1 growth	sdo1 growth Rescue 24 h
Cc1ccc(CSc2nnc(CC(=O)Nc3ccc(C)cc3)n2C)cc1	-19	-0.8	-0.42
CCOC(=O)c1cnn2c(N)c(C#N)nnc12	-14	1.9	1.6
O=C(NCCN1CCOCC1)c1ccc(NC(=O)C2COc3ccccc3O2)cc1 (stereo not given)	-38	·	·
Cc1sc(NC(=O)C2CCCO2)c(C(N)=O)c1C (stereo not given)	38	0.76	1.1
N=c1sccn1CC(=O)Nc1cc(Cl)ccc1Oc1ccccc1	-5	0.41	0.23
Cc1cc(C)n2nc(SCC3COc4ccccc4O3)nc2n1 (stereo not given)	·	0.4	0.75
O=C(NCc1ccc2c(c1)OCO2)C1CCC(CNS(=O)(=O)c2ccccc2)CC1 (stereo not given)	32	-0.54	-0.29
Cc1ccc(C)c(C(=O)COC(=O)CCCC(=O)Nc2cc(C(F)(F)F)ccc2Cl)c1	·	-1	-1.3
CCOC(=O)CC(NC(=O)c1ccco1)c1ccc(OC)cc1 (stereo not given)	-30	1.4	2.2
Cn1c(N)c(C(=O)CSc2nc(N)cc(N)n2)c(=O)n(C)c1=O	-64	·	·
COCCN1C(=O)C(O)=C(C(=O)c2ccco2)C1c1cccc(Oc2ccccc2)c1 (stereo not given)	·	9*	6.7*
O=C(COC(=O)c1sc2ccccc2c1Cl)Nc1ncc(Cl)cc1Cl	-39	-2	-1.2
Cc1ccc(Nc2nnc(SC3CCOC3=O)s2)c(C)c1 (stereo not given)	25	0.45	0.7
CC(C)CCNc1cc(=O)n(C)c(=O)n1C	0	0.13	0.21
COC(=O)c1cc(C(=O)OC)cc(N2C(=O)CN=C2Nc2nc(C)cc(C)n2)c1	-250	-0.16	-0.14
CC(=O)c1nn(-c2ccccc2)cc1C(=O)c1ccc(Br)cc1	14	-0.85	0.7
CC1(C)CN(c2ccc(N3CC(C)(C)C3=O)cc2)C1=O	-41	·	·
COCCCNC(=O)c1ccc(N(C)S(=O)(=O)c2ccc(OC)cc2)cc1	9	0.96	1
COC(=O)COc1ccc(C2NC(=O)NC(c3ccccc3)=C2C(C)=O)cc1OC (stereo not given)	-14	1.3	1.4
CC(=O)c1cccc(NC(=O)CCOc2ccccc2)c1	44	-0.19	-0.34
CCNc1cc(Cl)nc(SC)n1	46	-0.1	-0.57
CSc1nc2c(c(=O)[nH]1)C(c1ccncc1)C(C(=O)OC(C)C)=C(C)N2 (stereo not given)	13	1.3	0.77
Cn1cnnc1SCC(=O)NCc1cccc(C(F)(F)F)c1	-6	2.4	1.4
COC(=O)c1cn(CCOc2ccccc2F)c2ccccc12	4	-1.2	0.01
O=C1CCC([N+](=O)[O-])C(c2cccc3ccccc23)N1 (stereo not given)	13	·	·
(next part)
SMILES	INS promoter inh	sdo1 growth	sdo1 growth Rescue 24 h
CC(=O)c1cnc2sccn2c1=O	36	·	·
CCOC(=O)c1cnc(Nc2nc3ccccc3o2)nc1CSc1ncccn1	29	·	·
Cc1cccc(OCC(=O)OCC(=O)c2c(N)n(C)c(=O)n(C)c2=O)c1C	-20	0.21	0
O=C(Nc1ccc2nc3ccccc3nc2c1)c1ccc(Br)cc1	·	-0.46	-0.17
NC(=O)c1ncn([C@@H]2O[C@H](CO)[C@@H](O)[C@H]2O)c1O	14	1.4	1.5
C=CCn1c(Cc2ccccc2)n[nH]c1=S	20	·	·
CCNC(=S)NCc1ccco1	-26	0.8	0.97
COc1cc(NC(=O)Nc2cccc(C(C)=O)c2)cc(OC)c1OC	28	-0.62	-0.69
COc1ccc(NC(=O)CCN2CCCCC2)cc1	50	0.41	-0.18
O=C(CN(C1CC1)S(=O)(=O)c1ccc(S(=O)(=O)NC2CCCCC2)cc1)Nc1ccccc1	-13	-0.14	-0.38
Cc1cc(Cl)ccc1OC(C)C(=O)Nc1ccc([N+](=O)[O-])cn1 (stereo not given)	-26	-0.72	-0.67
COc1ccccc1N1C(=O)S/C(=C\c2cc(C)n(C)c2C)C1=O	-94	·	·
O=C(NCSc1ccnc(SCNC(=O)c2ccc(F)cc2)n1)c1ccc(F)cc1	-33	0.43	0.63
COC(=O)c1c(S(=O)(=O)NCc2ccccc2)sc(C(=O)O)c1C	-39	0.83	0.41
CNC(=O)COC(=O)c1nc(-n2nc(C)cc2C)ccc1Cl	-10	0.64	0.52
CC(=O)N1CC2(c3ccccc3)CN(C(C)=O)CC(c3ccccc3)(C1)C2=O	-86	·	·
COc1ccc(OC)c(N(CC(=O)NCc2cccnc2)S(C)(=O)=O)c1	13	1.1	0.82
COc1ccc(C2N=C(N)N=C(N)N2c2ccc(C)cc2)cc1 (stereo not given)	4	0.93	0.73
CCOC(=O)CCSCC(=O)Nc1cc(C)on1	-11	1.8[11.2 µM]	0.82
O=C(CCc1[nH]c2ccccc2c1Sc1ccccc1)NCCO	-3	0.53	0.05
CC(C)=NNC(=O)CN1C(=O)NC2NC(=O)NC21 (stereo not given)	-3	1.2	0.41
Cc1cc(C(F)(F)F)n2nc(C)c(-c3ccc(Cl)cc3)c2n1	-7	-1	-0.74
CCC(Sc1nc2ccccc2s1)C(=O)Nc1nnc(C)s1 (stereo not given)	·	-1.2	-1.6
CCOC(=O)c1c(N2C(=O)C=CC2=O)sc(C)c1C	17	-2.9	-2
COC(=O)/C=c1/sc2nc3ccccc3n2c1=O	-18	-1.1	-0.66

Some of these compounds in order of SMILES length, highest first:
SMILES	INS promoter inh	sdo1 growth	sdo1 growth Rescue 24 h
O=C(CN(C1CC1)S(=O)(=O)c1ccc(S(=O)(=O)NC2CCCCC2)cc1)Nc1ccccc1	-13	-0.14	-0.38
COc1ccc(OC)c(N(CC(=O)NCc2cccnc2)S(C)(=O)=O)c1	13	1.1	0.82
COC(=O)c1c(S(=O)(=O)NCc2ccccc2)sc(C(=O)O)c1C	-39	0.83	0.41
COc1ccc(NC(=O)CCN2CCCCC2)cc1	50	0.41	-0.18
CCNC(=S)NCc1ccco1	-26	0.8	0.97

Results in INS promoter inh, for 5 of the compounds above:
smiles	INS promoter inh
CNC(=O)COC(=O)c1nc(-n2nc(C)cc2C)ccc1Cl	-10
CC(=O)N1CC2(c3ccccc3)CN(C(C)=O)CC(c3ccccc3)(C1)C2=O	-86
COc1ccc(OC)c(N(CC(=O)NCc2cccnc2)S(C)(=O)=O)c1	13
COc1ccc(C2N=C(N)N=C(N)N2c2ccc(C)cc2)cc1 (stereo not given)	4
CCOC(=O)CCSCC(=O)Nc1cc(C)on1	-11

Next entries:
SMILES	INS promoter inh	sdo1 growth	sdo1 growth Rescue 24 h
Cn1c(SCC(=O)N2CCOCC2)nnc1-c1ccc(Cl)cc1Cl	·	2	2.9
CCC1OC23CCCCC2C(C#N)(C(=N)O3)C1(C#N)C#N (stereo not given)	59	-0.2	-0.65
COc1ccc(/C=N/NC(=O)c2cccc(Br)c2)cc1Cn1cc(Cl)cn1	29	0.16	0.86
COc1ccccc1CC(NC(C)=O)C(=O)NC1CCN(C(=O)c2ccc([N+](=O)[O-])cc2)CC1 (stereo not given)	57	0.25	-0.78
N#Cc1c(-c2cccs2)nc(SCc2ccc(Cl)cc2)[nH]c1=O	40	·	·
Cc1ccc(OCc2nc(-c3ccccc3)no2)c(C)c1	-6	1.1	1.4
COc1ccc(Nc2oc(COc3ccccc3F)nc2C#N)cc1	·	-0.79	-0.83
CC1(C)C(=O)Nc2ccccc2N1C(=O)COC(=O)c1cc([N+](=O)[O-])ccc1N	·	2.1	2.4
Cc1ccc2c(CSc3nnc(N)s3)cc(=O)oc2c1	-2	0.38	0.5
